Growth percent in the NCI-60 one-dose screen (48 h, 10 µM unless noted): 100 = growth as untreated, 0 = no growth, -100 = all killed.
OVCAR-4: OVCAR-4 ovarian cancer cells. actives 3.7% (n = 80,000). AID 1794784
IGROV1: IGROV1 ovarian cancer | actives 4.7% (n = 79,000) | AID 1794786
ACHN: ACHN renal cancer. actives 4.9% (n = 81,000)
OVCAR-5: OVCAR-5 ovarian cancer. actives 2.9% (n = 82,000). AID 1794783
RXF 393: RXF 393 renal cancer cells. actives 6.9% (n = 77,000)
OVCAR-8: OVCAR-8 ovarian cancer | actives 4.4% (n = 81,000) | AID 1794782
A498: A498 renal cancer cells; actives 5.4% (n = 76,000)
SK-OV-3: SK-OV-3 ovarian cancer cells | actives 3.2% (n = 80,000) | AID 1794785
OVCAR-3: OVCAR-3 ovarian cancer | AID 1794787 | actives 7% (n = 79,000)
Numbers without * were called inactive; . = no result given; & = joins results of further samples. The calls were made as follows: active = growth percent below 10; inactive = the rest. Random draw from the library. Share with any hit: about 11%.

SMILES | OVCAR-4 | IGROV1 | ACHN | OVCAR-5 | RXF 393 | OVCAR-8 | A498 | SK-OV-3 | OVCAR-3
CCOC(=O)c1sc(NCC(=O)Nc2ccc(Cl)cc2)c(C(=O)OCC)c1C | 111 | 98 | 104 | 112 | 111 | 100 | 72 | . | 103
CCC[S@](=O)c1ccc2nc(NC(=O)OC)[nH]c2c1 | 104 | 97 | 103 | 101 | 115 | 85 | 95 | 74 | 104
CS(=O)(=O)c1ccc(-n2nc(C(=O)NCc3ccccc3)cc2-c2ccc(Cl)cc2)cc1 | 71 | 96 | 91 | 105 | 95 | 90 | 124 | 104 | 100
COc1ccc(Cl)cc1NC(=O)c1cc2c([nH]1)-c1nc(N)sc1CCC2 | 111 | 106 | . | 103 | 114 | 101 | 96 | 98 | 106
Cc1cc(C2(c3ccc(O)c(C)c3)CCCCC2)ccc1O | 125 | 93 | 100 | 119 | 96 | 98 | 113 | 125 | 127
C/C=C/CCCCCCCCCC1CC(=O)OC1=O (centres undefined) | 113 | 120 | 98 | 96 | 118 | 111 | 78 | 110 | 125
CCC(C)NC(=O)c1cccc(C)c1 (centres undefined) | 101 | 115 | 110 | 113 | 112 | 119 | 118 | 102 | 110
O=C(O)c1ccc(-n2cnc3ccccc3c2=O)cc1 | 101 | . | 94 | 96 | 117 | 101 | 129 | 98 | 107
COc1ccc2c(c1)c(-c1cc(-c3cn(C)c4ccc(OC)cc34)on1)cn2C | 112 | 87 | 90 | 78 | 119 | 98 | 105 | 93 | 107
CSCCC(NC(=O)OCc1ccccc1)C(=O)NC(Cc1c[nH]c2ccccc12)C(=O)O (centres undefined) | 125 | 117 | 111 | 112 | 114 | 99 | 120 | 110 | 110
CC(C)C[C@H](NC(=O)Cn1cccc(CNC(=O)c2ccccc2)c1=O)B(O)O | 37 | 52 | 24 | 39 | -19* | 54 | -12* | 58 | -43*
CC(=O)OCC(=O)O[C@@H]1C[C@]2(C(C)C)O[C@@]1(C)[C@@H]1CC[C@@H](C)[C@H]1[C@@H]2OC(=O)/C=C/c1ccccc1 | 88 | 106 | -4.6* | 100 | -2.3* | 25 | -93* | 88 | 91
CCN(CC)CCCNc1ccc(Nc2ccc(OC)cc2)cc1 | 85 | 38 | 94 | 108 | 91 | 83 | 55 | 106 | 60
CCOC(=O)C(CC)Cc1ccc(OC)c(OC)c1 (centres undefined) | 109 | 104 | 109 | 103 | 103 | 99 | 103 | 115 | 105
CC(=O)Nc1ccc(C(=O)NC(=S)Nc2ccc(C(=O)O)cc2)cc1 | 96 | 101 | 97 | 97 | 106 | 99 | 115 | 100 | 117
Brc1ccc(-c2csc(Nc3nc(-c4ccc(Br)cc4)cs3)n2)cc1 | 82 | . | 93 | 86 | 58 | 104 | 85 | 87 | 87
O=C1OC(=O)c2ccc3c4c(ccc1c24)C(=O)OC3=O | 97 | 112 | 90 | 93 | 108 | 101 | 105 | 98 | 117
O=C(Oc1ccccc1Cl)c1ccccc1 | 100 | . | 104 | 109 | . | 109 | 140 | 134 | 97
O=C(CN1CCCCC1)Nc1nc2ccc(NCc3ccc(Cl)cc3)cc2s1 | 99 | 97 | 88 | 101 | 100 | 101 | 112 | 111 | 112
O=[N+]([O-])c1ccc(N/N=C/c2ccc3c(c2)OCO3)nc1 | 118 | 96 | 94 | 104 | 115 | 105 | 90 | 102 | 112
O=c1[nH]nc(SCc2nc3ccccc3s2)n1C1CC1 | 95 | 72 | 102 | 91 | 111 | 106 | 112 | 99 | 98
Cc1cc(C)nc(NC(=O)OC(C)C)c1 | 122 | 110 | 119 | 104 | 102 | 105 | . | 111 | 114
Cc1nc2c3c(ncn2n1)Oc1c(c(=O)[nH]c2ccccc12)C3c1ccc(Cl)cc1 (centres undefined) | 97 | 89 | 96 | 101 | 113 | 97 | 95 | 116 | 99
CN(C)CC(O)c1ccc2cc(Br)c3ccccc3c2c1 (centres undefined) | 85 | 23 | 17 | 68 | . | 80 | 24 | 95 | 81
Fc1ccc2[nH]cc(-c3nc(-c4c[nH]c5ncccc45)cs3)c2c1 | . | 33 | 11 | 86 | 55 | 37 | 33 | 59 | 44
Cc1c[nH]c(=O)[nH]c1=O | 102 | 133 | 103 | 94 | 101 | 101 | 106 | 96 | 95
Cc1ccc(Cl)cc1N1CCN(C(=O)[C@@H]2C[C@@H]2c2ccc(F)cc2)CC1 | 86 | 71 | 93 | 94 | 103 | 90 | 87 | 90 | 95
COc1ccc(CCN2C(=O)/C(=C/c3ccc(C4Oc5ccccc5C5CC(c6cccc(OC)c6)=NN54)cc3)SC2=S)cc1 (centres undefined) | 99 | 104 | 98 | 100 | 107 | 102 | 106 | 98 | 102
O=C1OC2(c3ccccc31)c1ccc(O)c(O)c1Oc1c2ccc(O)c1O | 108&90 | 124&117 | 113&101 | 115&92 | 120&102 | 107 | 98&114 | 99&106 | 107&99
Cc1ccc(/C(=N/c2sc(-c3ccccc3)nc2-c2ccccc2)N2CCCC(C)C2)cc1 (centres undefined) | 113 | 110 | 100 | 104 | 107 | 107 | 113 | 110 | 101
COc1cc(C2N=C(N)N=C(N)N2c2ccc(S(N)(=O)=O)cc2)cc(OC)c1OC (centres undefined) | 110 | 106 | 104 | 103 | 111 | 104 | 107 | 102 | 110
O=C(NCc1ccccc1)C(c1ccc(O)c(O)c1O)N(C(=O)c1cc(O)c(O)c(O)c1)c1ccc(F)cc1 (centres undefined) | 102 | 105 | 104 | 98 | 110 | 100 | 98 | 83 | 105
CCN(CC)CCC(CN=C(N)N)c1ccc(Cl)c(Cl)c1 (centres undefined) | 106 | 103 | 104 | 88 | . | 99 | 73 | 95 | 96
CO[C@@]1(NC(=O)C(C(=O)O)c2ccc(O)cc2)C(=O)N2C(C(=O)O)=C(CSc3nnnn3C)CO[C@@H]21 (some centres undefined) | 106 | 107 | 102 | 100 | 108 | 105 | 101 | 112 | 116
C=C(C)Cn1c(SCC(=O)c2cccs2)nc2sc3c(c2c1=O)CCCC3 | 73 | 55 | 44 | 71 | 52 | 49 | 72 | 79 | 64
CCOC(=O)c1cc2c(n1Cc1cc(OC)c(OC)c(OC)c1)-c1nc(NC(C)=O)sc1CCC2 | 83 | 81 | 86 | 95 | 81 | 73 | 67 | 86 | 79
O=S(=O)(Nc1ccc(Cl)nn1)c1ccc(Nc2nc3ccccc3s2)cc1 | 94 | 68 | 98 | 109 | . | 102 | 110 | 116 | 118
S=C(Nc1ccc(Oc2ccc(NC(=S)NC3CCCCC3)cc2)cc1)NC1CCCCC1 | 75 | 84 | 68 | 79 | 123 | 80 | 97 | 92 | 73
CC(C)Cn1c(O)c(N=NC(=O)Cc2c[nH]c3ccccc23)c2ccccc21 | 95 | 85 | 100 | 99 | 91 | 99 | . | . | 104
Cc1cccc(NC(N)=O)c1 | 93 | . | 93 | 106 | . | 96 | 106 | . | 101
Clc1ccc(-c2cs/c(=N/N=C\c3ccc(Br)cc3)n2/N=C/c2ccc(Br)cc2)cc1 | 115 | 110 | 110 | 109 | 106 | 102 | 106 | 94 | 112
COc1ccc(-c2nc(SCCC(C)C)nc(N/N=C\c3ccc(OC)c(OC)c3)c2C#N)cc1 | 111 | 75 | 82 | 90 | 80 | 94 | 71 | 81 | 105
O=C(c1ccccc1)c1c(/C=C/c2cccs2)c2ccccc2[nH]c1=O | 99 | 104 | 91 | 90 | 105 | 95 | 92 | 86 | 111
C=C1C(=O)O[C@H]2[C@H]1CC/C(COC(=O)NCc1ccc(Cn3c(=O)sn(CCCl)c3=O)cc1)=C\CC[C@@]1(C)O[C@@H]21 | 61 | 48 | 70 | 109 | 6.0* | 92 | 98 | 85 | -26*
O=C(COc1c(Cl)cc(Cl)c(Cl)c1Cl)NC1CCCCC1 | 101 | 97 | 101 | 97 | 100 | 103 | 61 | 95 | 109
COc1cc(/C(N)=N/OC(=O)CSc2nc3ccccc3s2)cc(OC)c1OC | 105 | 90 | 90 | 95 | 116 | 97 | . | 102 | 111
CCC(=O)C[n+]1cc2ccccc2c2ccccc21 | 102 | 107 | 104 | 111 | 94 | 106 | 103 | 170 | 112
CN1C(=O)/C(=C/C2=Cc3ccccc3OC2)S/C1=N/c1nccs1 | 98 | 71 | 100 | 96 | 93 | 110 | 122 | 91 | 120
CC(=O)OCC1OC(n2cc(CI)nn2)C(OC(C)=O)C(OC(C)=O)C1OC(C)=O (centres undefined) | 109 | 103 | 103 | 109 | 111 | 100 | 124 | 98 | 104
O=C(O)C1C2CC(C(Br)C2Br)C1C(=O)O (centres undefined) | 94&115 | 117&98 | 116&108 | 109&108 | 116&118 | 103&113 | 97&101 | 114&109 | 118&116
Next entries:
SMILES | OVCAR-4 | IGROV1 | ACHN | OVCAR-5 | RXF 393 | OVCAR-8 | A498 | SK-OV-3 | OVCAR-3
COc1cc(CNC(=O)C2CSC3c4ccccc4C(=O)N23)cc(OC)c1OC (centres undefined) | 105 | 103 | 101 | 95 | 111 | 103 | 101 | 93 | 106
NC1=NN(c2ccccc2)C2=NC(=O)NC(c3ccccc3)C12 (centres undefined) | 96 | 97 | 94 | 97 | 101 | 97 | 84 | 97 | 122
COc1ccc(-c2nn(-c3cccc(Cl)c3)cc2-c2cc(-c3ccc(Br)cc3)nc(N)c2C#N)cc1 | 91 | 87 | 104 | 115 | 108 | 90 | 98 | 87 | 102
O=c1oc(=O)c2cc3c(=O)oc(=O)c3cc12 | 108 | 112 | 96 | 90 | 104 | 95 | 108 | 101 | 128
CC(=O)N(C(C)=O)c1cccc(N(Cc2ccccc2)Cc2ccccc2)c1 | 88&81 | 110&100 | 98&90 | 98&111 | 94&104 | 93&101 | 87&127 | 105&112 | 90&103
Nc1ccccc1-c1ccn[nH]1 | 95 | 84 | 71 | 83 | 111 | 103 | 103 | 92 | 92
COc1cc(C2C(C#N)=C(N)OC3=C2C(=O)c2ccccc2C3=O)ccc1O (centres undefined) | 91 | 102 | 92 | 109 | . | 104 | 88 | 89 | 98

Compounds from the list above that contain two or more sulfur atoms:
SMILES | OVCAR-4 | IGROV1 | ACHN | OVCAR-5 | RXF 393 | OVCAR-8 | A498 | SK-OV-3 | OVCAR-3
Brc1ccc(-c2csc(Nc3nc(-c4ccc(Br)cc4)cs3)n2)cc1 | 82 | . | 93 | 86 | 58 | 104 | 85 | 87 | 87
O=c1[nH]nc(SCc2nc3ccccc3s2)n1C1CC1 | 95 | 72 | 102 | 91 | 111 | 106 | 112 | 99 | 98
COc1ccc(CCN2C(=O)/C(=C/c3ccc(C4Oc5ccccc5C5CC(c6cccc(OC)c6)=NN54)cc3)SC2=S)cc1 (centres undefined) | 99 | 104 | 98 | 100 | 107 | 102 | 106 | 98 | 102
C=C(C)Cn1c(SCC(=O)c2cccs2)nc2sc3c(c2c1=O)CCCC3 | 73 | 55 | 44 | 71 | 52 | 49 | 72 | 79 | 64
O=S(=O)(Nc1ccc(Cl)nn1)c1ccc(Nc2nc3ccccc3s2)cc1 | 94 | 68 | 98 | 109 | . | 102 | 110 | 116 | 118
S=C(Nc1ccc(Oc2ccc(NC(=S)NC3CCCCC3)cc2)cc1)NC1CCCCC1 | 75 | 84 | 68 | 79 | 123 | 80 | 97 | 92 | 73
COc1cc(/C(N)=N/OC(=O)CSc2nc3ccccc3s2)cc(OC)c1OC | 105 | 90 | 90 | 95 | 116 | 97 | . | 102 | 111
CN1C(=O)/C(=C/C2=Cc3ccccc3OC2)S/C1=N/c1nccs1 | 98 | 71 | 100 | 96 | 93 | 110 | 122 | 91 | 120

Screens as filed in PubChem.
